PRMT1 inh = PRMT1 (human) inhibition, primary screen | 370,000 tested, 1.3% active | AID 652257 | recombinant PRMT1, activity-based probe fluorescence polarization | Q99873 | inhibition, % at 2.79 µM;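 active = inhibition above about 21% made by adding two undisclosed values, limit read from the data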
Target sequence (Q99873 whole entry, looked up): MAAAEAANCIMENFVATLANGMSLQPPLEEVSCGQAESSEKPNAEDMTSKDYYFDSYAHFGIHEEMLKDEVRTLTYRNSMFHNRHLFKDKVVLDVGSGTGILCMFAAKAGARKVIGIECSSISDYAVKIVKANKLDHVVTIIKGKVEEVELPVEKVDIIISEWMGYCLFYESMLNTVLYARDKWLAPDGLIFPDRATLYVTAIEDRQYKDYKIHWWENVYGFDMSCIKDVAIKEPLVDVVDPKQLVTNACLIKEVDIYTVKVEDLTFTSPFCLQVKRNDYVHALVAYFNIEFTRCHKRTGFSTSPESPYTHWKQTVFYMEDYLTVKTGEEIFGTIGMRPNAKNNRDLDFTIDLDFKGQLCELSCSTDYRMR
TCR-CD3 inh = blocks the human TCR-CD3 interaction. inhibition, % at 9.4 µM. TAMRA-labeled TCR probe fluorescence, biochemical. 360,000 tested, 0.37% active; in the data active = inhibition above about 19%;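 also: recombinant mutant TCR 2C K166C tagged with TAMRA read by polarization; 0% = receptor in buffer alone and 100% = receptor with positive control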
UHRF1 MBD2 ctr = human UHRF1 methylated DNA binding inhibitors. Q96T88. UHRF1 binding to methylated oligo, TR-FRET. inhibition, % at 4.4 µM. 370,000 tested, 0.75% active. AID 687016; in the data active = inhibition above about 21%;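 also: UHRF1 SRA domain binding a hemimethylated CpG hairpin DNA probe; 0% = median of test compound wells and 100% = reference inhibitor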
PG9 Ab binder = PG9 antibody binding by small molecule; inhibition, % at 6.7 µM; TR-FRET gp120-PG9 antibody binding; 360,000 tested, 0.43% active; AID 624416; in the data active = inhibition above about 8.5%
SIAE inh = human SIAE inhibition, primary screen. Q9HAT2. SIAE FP-Rh probe binding, fluorescence polarization. inhibition, % at 9.66 µM. 370,000 tested, 0.69% active. AID 1053197;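 active = inhibition above a cutoff: mean of compounds within the control limits plus 3 SD of those, cut at about 17% in these data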;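 also: 0% = plate median of compound wells and 100% = probe without SIAE protein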
DDE Tn7 FP inh = disrupts Tn7 cyclic peptide binding to fibrin D-Dimer-E complex; 370,000 tested, 0.13% active; inhibition, % at 8.3 µM; P02675; FP displacement of FITC-Tn7 peptide from fibrin DD(E); 0% = median of compound wells per plate;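 active = inhibition above the mean of compounds falling within the control limits plus 3 SD of them, cut at about 14% in these data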;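 also: 0% = plate median of compound wells and 100% = 10 µM Aha-Tn7 peptide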
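Assay system: Human fibrin DD(E) protein | Medium: Tris buffer with calcium and detergent, pH 7.8 | Reagent: 0.1 µM fluorescent Tn7 | Compound dosing: Single point at 8.3 µM | Times: 10 min preincubation, 3 h with tracer, room temperature | Detection: Fluorescence polarization of the labelled Tn7 tracer | Controls: Aha-Tn7 high control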
mABHD4 FP = ABHD4 (mouse) inhibition, primary FP screen | Q8VD66 | purified mABHD4, FP-Rh probe fluorescence polarization | inhibition, % at 8.92 µM | 370,000 tested, 0.54% active | AID 720543;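 active = inhibition exceeding the mean over every tested compound plus 3 SD, cut at about 30% in these data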;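 also: 0% = plate median of compound wells and 100% = S159A mutant with DMSO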
Target sequence (Q8VD66 whole entry, looked up): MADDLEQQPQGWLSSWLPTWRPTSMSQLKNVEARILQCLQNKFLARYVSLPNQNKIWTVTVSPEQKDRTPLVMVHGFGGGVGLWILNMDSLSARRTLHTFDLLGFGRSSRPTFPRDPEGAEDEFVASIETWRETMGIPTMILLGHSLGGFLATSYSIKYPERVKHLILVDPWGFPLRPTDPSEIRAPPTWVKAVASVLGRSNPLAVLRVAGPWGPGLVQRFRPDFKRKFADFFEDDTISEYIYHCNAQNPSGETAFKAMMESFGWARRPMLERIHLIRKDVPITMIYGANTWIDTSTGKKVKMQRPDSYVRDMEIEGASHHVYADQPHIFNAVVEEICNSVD
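Assay system: wild-type mouse ABHD4 protein; compound: single nominal dose of 8.92 µM, 0.89% DMSO final; schedule: 45 min + 60 min at 25 °C; measured by: FP readout, ex 525 nm / em 598 nm; evaluation: % inhibition of FP-Rh probe binding versus controls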
LEDGF integ inh = blocks HIV-1 LEDGF/p75-dependent DNA integration; inhibition, % at 3.7 µM; AID 743269; TR-FRET IN-LEDGF/p75 DNA integration, Eu/Cy5; 370,000 tested, 0.64% active;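 active = inhibition above the screen-wide mean plus 3 SD, cut at about 13% in these data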;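 also: signal is the Cy5 over europium emission ratio at 671 and 618 nm; 0% = plate median of compound wells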
HTRA1 inhibitor = blocks human HTRA1 serine peptidase | Q92743 | inhibition, % at 5.96 µM | 340,000 tested, 0.5% active | recombinant HTRA1, FP-rhodamine activity-based probe, fluorescence polarization; in the data active = inhibition above about 36%;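 also: 0% = enzyme with DMSO and 100% = wells lacking enzyme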
TDP2 absorb = blocks human TDP2 phosphodiesterase activity | recombinant TDP2, T5PNP hydrolysis, p-nitrophenol absorbance 415 nm | 370,000 tested, 0.34% active | inhibition, % at 12.8 µM | AID 720702 | O95551;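 active = inhibition above the mean of all tested compounds plus 3 SD, set per campaign, cut at about 25% in these data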;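 also: 0% = DMSO with enzyme and 100% = buffer with substrate but no TDP2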
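System – recombinant human TDP2 · Amount – 120 nM TDP2 per well · Buffer or medium – Mg2+-containing Tris-HCl buffer, pH 7.5 · Reagent – T5PNP substrate, 5 mM · Dosing – 12.8 µM single point, 1% DMSO · Incubation – 2 h at 37 °C · Measured by – epi absorbance · Read-out basis – percent inhibition · Benchmarks – high control without enzyme, low control DMSO plus TDP2 · Repeats – singlicate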
Active calls of the source: *; nt = no result given. Some of the compounds tested; the hit share may differ from the screen's.

The opening two compounds as a preview:
Every second line gives: PRMT1 inh, TCR-CD3 inh, UHRF1 MBD2 ctr, PG9 Ab binder, SIAE inh, DDE Tn7 FP inh, mABHD4 FP, LEDGF integ inh, HTRA1 inhibitor, TDP2 absorb
- Cn1c(O)c(/C=C2\C=c3ccccc3=NC2=O)c(=O)n(C)c1=O
 : 9, 1, 75*, -1.7, 6, 6, 7, -2, -2, 12
- COc1cccc(C2C([N+](=O)[O-])=C(N)Oc3c2c(=O)oc2ccccc32)c1 (stereo unspecified)
 : 2, 2, -1, -0.7, 0, -2, -14, 1, -5, 15

All compounds of this part, from the start:
Every second line gives: PRMT1 inh, TCR-CD3 inh, UHRF1 MBD2 ctr, PG9 Ab binder, SIAE inh, DDE Tn7 FP inh, mABHD4 FP, LEDGF integ inh, HTRA1 inhibitor, TDP2 absorb
- Cn1c(O)c(/C=C2\C=c3ccccc3=NC2=O)c(=O)n(C)c1=O
 : 9, 1, 75*, -1.7, 6, 6, 7, -2, -2, 12
- COc1cccc(C2C([N+](=O)[O-])=C(N)Oc3c2c(=O)oc2ccccc32)c1 (stereo unspecified)
 : 2, 2, -1, -0.7, 0, -2, -14, 1, -5, 15
- COCCNC(=O)N1[C@H]2CC[C@@H]1C(C(=O)OC)=C(c1ccc(OC(F)(F)F)cc1)C2
 : 1, -5, -1, -0.5, 3, -2, 5, 3, 2, -4
- CCOP(=O)(OCC)C(NC(=O)c1ccc(Cl)cc1)=C(Cl)Cl
 : 15, -6, 4, 0.8, -8, 4, -11, 0, 1, -12
- O=Cc1cn(Cc2c(F)cccc2Cl)nc1-c1ccccc1
 : -1, -4, 0, -1.7, 3, 1, -11, 5, -19, -11
- COc1ccc(C2=NCC(=S)Nc3ccc(Cl)cc32)cc1OC
 : 3, -5, 2, -1.3, -3, 6, -10, -1, 0, -10
- CCOC(C(=O)OCC(O)CN(CC)CC)(c1ccccc1)c1ccccc1 (stereo unspecified)
 : -1, 2, -1, 0.5, -6, 7, -8, 1, 1, 21
- O=Cc1c(C(=O)O)n(Cc2ccccc2F)c2ccccc12
 : -5, 2, 0, 0.2, -2, 3, 2, 4, 4, 6
- CC(=O)C1CCC2C3CCC4CC(O)CCC4(C)C3C(O)CC12C (stereo unspecified)
 : 0, 3, -2, -0.7, -9, -6, -3, 3, -2, 11
- COc1ccc(NC(=O)c2cn(CCC#N)nc2-c2cccc(Br)c2)cc1
 : 2, 5, 1, -0.5, 1, -5, -6, -1, -4, 2
- C[C@]12CCC(=O)C=C1C=CC1C2CC[C@]2(C)C(=O)CCC12 (stereo partly specified)
 : -3, -6, 1, -0.8, 1, 6, 3, 2, -2, -2
- COc1ccc(C2SCC(=O)Nc3c2c(C)nn3-c2ccccc2)cc1 (stereo unspecified)
 : 23*, -4, 0, -0.1, 0, 3, 0, -2, 7, 3
- CN1CCN(c2nc([N+](=O)[O-])nn2C)CC1
 : -4, 4, 1, -2.0, -3, -3, 3, 1, -4, 5
- CN(C)C1=NP(N(C)C)(N(C)C)=NC(c2ccccc2)=N1
 : -3, 3, 4, -0.4, -4, -14, -5, -3, 7, -6
- Cc1nccn1Cc1ccc(Cl)nc1
 : -3, 0, -2, 0.4, -2, 2, -1, 2, 1, 18
- N#Cc1ccccc1OCC(=O)N1CCN(CC(=O)Nc2ccc(F)cc2)CC1
 : 4, -4, 1, 3.3, 5, 7, -1, -6, 0, 12
- Fc1ccccc1N1CCN(Cc2c(F)cccc2F)CC1
 : 4, -4, 3, 1.9, -2, 0, 4, -2, 1, -3
- CCSP1(=S)N=C(N2CCOCC2)C(C#N)=C2CCCN21 (stereo unspecified)
 : -2, 2, 1, 0.2, 0, -8, -3, 1, -1, 4
- CC(C)CC12CN3CCN(CC(C3)/C1=N/O)C2
 : -2, 0, 0, 0.0, 11, 5, 2, -1, 2, -3
- CCc1ccccc1NC(=O)CSc1nnc([C@@H](N)Cc2c[nH]c3ccccc23)o1
 : 24*, 9, -3, -1.1, 6, -3, -2, -1, -7, 8
- CCC1CCCCN1CC(=O)c1ccc(OC(F)F)cc1 (stereo unspecified)
 : -2, -2, 1, -1.9, 8, -3, -2, 1, 10, -2
- Cc1ccc(-n2c(O)c(/C=N/N3CCCCC3c3cccnc3)c(=O)[nH]c2=S)cc1 (stereo unspecified)
 : 2, -31, -3, 1.8, -3, -2, -5, 2, -9, 3
- CC1CN1P(=S)(c1ccccc1)N1CC1C (stereo unspecified)
 : 36*, -2, 0, -1.0, 2, 5, 7, -4, 1, 2
- Cc1ccsc1C(=O)C1CCCN(Cc2cc3ccccc3o2)C1 (stereo unspecified)
 : 1, -1, 0, -0.3, 1, 3, 5, -3, -9, 14
- Cc1cc(NC(=O)COC(=O)c2c(C)nn(Cc3ccccc3Cl)c2Cl)no1
 : 1, -6, 0, 3.0, 2, 4, -4, 7, -1, 7
- O=C(COC(=O)Cc1ccccc1)Nc1nnc(-c2ccccc2)o1
 : -2, 2, -3, -0.4, 4, -2, 2, 0, -1, 5
- O=C1NC(=O)C(=Cc2ccc(OCCOc3ccc([N+](=O)[O-])cc3)cc2)C(=O)N1
 : 17, 0, -2, -0.2, -1, -1, 1, 1, -21, 1
- N#Cc1ccc2nc(-c3ccc(CN4CCC(n5c(=O)[nH]c6ccccc65)CC4)cc3)c(-c3ccccc3)nc2c1
 : 5, -7, 0, -0.3, -7, 5, 5, -3, nt, -8
- CCCCCCn1c(O)c(C=Nc2c(C)n(C)n(-c3ccccc3)c2=O)c(=O)[nH]c1=O
 : -2, -5, 0, -0.7, 0, -5, 1, 1, 5, 3
- CN1CCN(c2c[nH]c(=O)[nH]c2=O)CC1
 : -4, 3, -1, -1.9, -1, -6, 7, -3, 2, -9
- CNC(C(=O)c1ccccc1)C(OC)c1cccc([N+](=O)[O-])c1 (stereo unspecified)
 : -3, -4, -4, 0.1, 2, 2, 0, 3, 0, 5
- CCC[N+]12CCC(CC1)C(C(O)(c1ccccc1)c1ccccc1)C2 (stereo unspecified)
 : -2, -2, -2, -0.4, 2, -4, 4, 5, 2, 10
- CCn1cc(C(=O)N2CCC3(CC2)OCCO3)c(=O)c2cc(S(=O)(=O)N3CCCC3)ccc21
 : -3, 2, -2, 0.3, -4, 2, 2, -1, 3, 0
- CN1CCN(Cc2cc(C(C)(C)C)c(O)c(C(C)(C)C)c2)CC1
 : 5, 6, -1, -0.3, 2, 2, 9, 0, -4, -3
- O=c1[nH]c(O)c(C=Nc2cccc(F)c2)c(=O)[nH]1
 : 6, 6, -4, -0.2, 5, -10, 7, 3, -6, 6
- COc1ccc(CC2C(=O)NC(=O)N(c3ccccc3)C2=O)c(OC)c1 (stereo unspecified)
 : 2, 7, -2, -0.4, 10, -2, 0, -1, 7, 7
- COC(=O)C1=C(c2ccc(C(C)=O)cc2)C[C@@H]2CC[C@H]1N2C(=O)NCCO
 : 1, -1, 1, 0.3, 7, -6, 6, 0, 0, 0
- COc1cc(/C=C/c2nc3ccccc3c(=O)n2-c2ccc(O)cc2)ccc1O
 : 0, 3, -2, -1.3, 8, 4, 39*, -3, 0, -7
- CCOC(=O)CC1=C(C(=O)OCC)C2(C(=O)N1)C(C(=O)OC)=C(N)Oc1ccccc12 (stereo unspecified)
 : -3, -3, 0, -2.9, -3, -1, 5, -1, 0, 10
- Cc1c(C(c2ccc(O)cc2)c2c(O)c3ccccc3oc2=O)c(=O)n(-c2ccccc2)n1C (stereo unspecified)
 : 1, 5, -1, -1.4, 1, -2, -7, -1, 1, 2

Compound profiles, from the list above. Order of screens: PRMT1 inh | TCR-CD3 inh | UHRF1 MBD2 ctr | PG9 Ab binder | SIAE inh | DDE Tn7 FP inh | mABHD4 FP | LEDGF integ inh | HTRA1 inhibitor | TDP2 absorb
Entry for `CCOC(=O)CC1=C(C(=O)OCC)C2(C(=O)N1)C(C(=O)OC)=C(N)Oc1ccccc12` (stereo unspecified) : -3 | -3 | 0 | -2.9 | -3 | -1 | 5 | -1 | 0 | 10
Entry for `COc1ccc(CC2C(=O)NC(=O)N(c3ccccc3)C2=O)c(OC)c1` (stereo unspecified) : 2 | 7 | -2 | -0.4 | 10 | -2 | 0 | -1 | 7 | 7

Continuation.
Every second line gives: PRMT1 inh, TCR-CD3 inh, UHRF1 MBD2 ctr, PG9 Ab binder, SIAE inh, DDE Tn7 FP inh, mABHD4 FP, LEDGF integ inh, HTRA1 inhibitor, TDP2 absorb
- COc1ccc(-n2c(Cc3ccccc3)nc3ccccc3c2=O)cc1
 : -1, 7, -3, -0.2, -5, 0, 2, -2, -2, 9
- COc1ccccc1OCCCn1cc(C(C)=O)c2ccccc21
 : -3, 1, 2, 0.7, -5, -1, -13, 6, -9, -16
- S=C(NCCc1ccccc1)N1Cc2ccc(Br)cc2-n2nncc2C1
 : 7, -3, 6, -4.0, -9, 1, -42, -5, nt, -9
- OC1/C(=C/c2ccc(C(F)(F)F)cc2)N2CCC1CC2 (stereo unspecified)
 : -4, -3, -1, -1.7, -2, -3, -7, 5, 1, -1
- COc1ccc(C(CC(C)=O)c2c(O)c3ccccc3oc2=O)cc1OC (stereo unspecified)
 : -1, -2, 7, 0.7, 7, 1, -4, -3, 0, 5
- COc1ccc(CCNC(=O)c2c(N)n(CCN3CCOCC3)c3nc4ccccc4nc23)cc1OC
 : -1, 3, 0, 0.0, 1, -3, -3, 0, 1, 11
- O=C1c2cccc(N3CCNCC3)c2C2CCCCN12 (stereo unspecified)
 : -1, 5, -1, -0.7, -1, 0, 8, -1, nt, 8

High-throughput results as filed in PubChem.
